NCOA3 inh – SRC3 coactivator transcriptional activity inhibitors, primary screen, cell-based, luminescence. inhibition, % at 3.6 µM. 0.17% of 360,000 active. Nuclear receptor coactivator 3 (Homo sapiens), Q9Y6Q9. HEK293 GAL4-SRC3 luciferase reporter;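 active = inhibition above a per-campaign cutoff, the mean of all compounds plus 3 SD, cut at about 60% in these data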;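 note: 0% = DMSO-treated cells and 100% = gossypol-treated cells at 36 µM; higher means less SRC3-driven luciferase light from the GAL4 reporter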
NOD2 RIPK2 PPI – NOD2-RIPK2 binding disruptors in cells, primary screen, fluorescence, CHO cells, BLA complementation | Receptor-interacting serine/threonine-protein kinase 2 (Homo sapiens), O43353 | CCF4 ratio | inhibition, % at 4.98 µM | 0.38% of 360,000 active | AID 624267, 2012; in the data active = inhibition above about 21%;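 note: 0% = vehicle only and 100% = reference blocker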
Target sequence (O43353 whole entry, looked up): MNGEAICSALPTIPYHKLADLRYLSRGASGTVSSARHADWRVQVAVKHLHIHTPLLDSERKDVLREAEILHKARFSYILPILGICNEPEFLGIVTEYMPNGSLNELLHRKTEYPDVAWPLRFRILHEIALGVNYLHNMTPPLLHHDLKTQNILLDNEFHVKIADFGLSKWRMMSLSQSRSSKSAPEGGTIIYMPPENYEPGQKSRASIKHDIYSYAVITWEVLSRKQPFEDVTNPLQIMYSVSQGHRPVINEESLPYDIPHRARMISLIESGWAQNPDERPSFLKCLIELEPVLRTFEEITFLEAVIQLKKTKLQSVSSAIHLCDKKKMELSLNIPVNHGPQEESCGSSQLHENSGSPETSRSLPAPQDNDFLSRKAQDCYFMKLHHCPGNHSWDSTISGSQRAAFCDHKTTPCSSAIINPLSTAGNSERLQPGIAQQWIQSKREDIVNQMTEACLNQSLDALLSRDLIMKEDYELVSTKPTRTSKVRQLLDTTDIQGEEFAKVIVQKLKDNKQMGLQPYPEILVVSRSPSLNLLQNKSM
NR5A2 inv ag – LRH-1 (NR5A2) inverse agonists, primary screen, cell-based, luminescence, HEK293T, StAR-luciferase reporter. Nuclear receptor subfamily 5 group A member 2 (Homo sapiens), O00482. LRH-1 transfected, 24 h. AID 602396, 2012. 0.13% of 360,000 active. inhibition, % at 3.6 µM;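 active = inhibition above the mean inhibition of all tested compounds plus 3 SD, cut at about 73% in these data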;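 note: 0% = DMSO wells and 100% = reporter-only cells lacking LRH-1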
SRC2 inh – inhibition of GAL4-SRC2 driven luciferase reporter, primary screen, SRC2 inhibitor project, cell-based, luminescence | Nuclear receptor coactivator 2 (Homo sapiens), Q15596 | HEK293 GAL4-SRC2 luciferase reporter | inhibition, % at 9 µM | 0.17% of 370,000 active | AID 651957, 2012;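 active = inhibition above the mean inhibition of all tested compounds plus 3 SD, set per campaign, cut at about 52% in these data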;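 note: 0% = DMSO treated cells and 100% = cells given Gossypol at 36 µM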
SRC1 inh – SRC1 coactivator transcriptional activity inhibitors, primary screen, cell-based, luminescence; 0.12% of 360,000 active; HEK293 GAL4-SRC1 luciferase reporter; inhibition, % at 3.6 µM; AID 588354, 2011;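 active = inhibition above the campaign mean plus 3 SD, with each screening campaign given its own cutoff, cut at about 60% in these data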;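 note: 0% = DMSO treated cells and 100% = gossypol at 36 µM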
TLR9-MyD88 inh – inhibitors of TLR9-MyD88 association in cells, primary screen, cell-based, CHO, BLA complementation, fluorescence | Toll-like receptor 9 (Homo sapiens) + Myeloid differentiation primary response protein … | CCF4 FRET ratio | inhibition, % at 4.98 µM | 0.21% of 340,000 active | AID 504734, 2011;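 active = inhibition above the mean over all tested compounds plus 3 SD, cut at about 21% in these data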;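 note: 0% = DMSO only wells and 100% = clavulanate BLA inhibitor control wells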
TROY NFkB inh – inhibitors of TROY-driven NF-kB signaling, primary screen, Q293 LMP1-TROYcd cells, NF-kB luciferase, uHTS | Q293 LMP1-TROYcd NF-kB luciferase reporter, 4 h | inhibition, % at 10 µM | 0.98% of 360,000 active | AID 1347056, 2019;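 active = compounds whose plate-normalised and pattern-corrected inhibition of the luciferase reporter signal at the single screening dose is 50% or more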
TRAIL sens C8 – viability loss with TRAIL in NB7+C8 cells, primary screen, TRAIL sensitizer project, cell-based, ATPlite luminescence. inhibition (viability loss, TRAIL sensitization), % at 10 µM. 1% of 360,000 active;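 active = compounds causing at least 50% loss of cell viability in the single-dose screen, relative to plate controls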
COUP-TFII inh – NR2F2 transcriptional activity inhibitors, primary screen, cell-based, luciferase reporter, HEK293T, luminescence | COUP transcription factor 2 (Homo sapiens), P24468 | HEK293T NGFI-A luciferase reporter | inhibition, % at 8.6 µM | 0.7% of 370,000 active | AID 686940, 2013;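 active = inhibition above a per-plate cutoff, mean inhibition of test wells between control levels plus 3 SD, cut at about 38% in these data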;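 note: cells cotransfected with COUP-TFII expression vector driving the NGFI-A reporter; 0% = median of COUP-TF2 test wells and 100% = reporter-only cells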
Target sequence (P24468 whole entry, looked up): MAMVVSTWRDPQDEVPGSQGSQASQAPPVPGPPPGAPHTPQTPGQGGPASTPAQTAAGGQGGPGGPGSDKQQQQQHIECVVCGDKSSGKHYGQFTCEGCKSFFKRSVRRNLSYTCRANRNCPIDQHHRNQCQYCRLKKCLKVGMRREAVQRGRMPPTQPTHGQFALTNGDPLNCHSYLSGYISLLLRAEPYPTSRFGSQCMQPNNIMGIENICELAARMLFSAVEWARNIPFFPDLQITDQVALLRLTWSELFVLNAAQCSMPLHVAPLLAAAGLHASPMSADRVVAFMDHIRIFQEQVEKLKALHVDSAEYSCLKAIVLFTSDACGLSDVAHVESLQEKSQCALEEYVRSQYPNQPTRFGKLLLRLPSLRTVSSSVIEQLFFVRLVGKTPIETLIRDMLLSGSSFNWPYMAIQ
TWEAK Fn14 block – inhibitors of TWEAK-Fn14 signaling, primary screen, luciferase reporter cells, uHTS | inhibition, % at 10 µM | 2% of 360,000 active | TWEAK-stimulated Fn14 reporter cells, luciferase luminescence, 8 h; in the data active = inhibition above about 50%
EBV LMP1 NFkB – EBV LMP1-driven NF-kappaB luciferase reporter inhibitors, primary screen, cell-based, luminescence, single point. inhibition, % at 12.5 µM. LMP1-induced NF-kappaB luciferase reporter cells. 0.69% of 350,000 active; in the data active = inhibition above about 41%;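 note: 0% = neutral control wells and 100% = reference inhibitor control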
Starred values were filed as active, the others as inactive; . = not tested or not shown. Not all compounds are listed. The share of hits here may be higher or lower than overall.

#	SMILES	NCOA3 inh	NOD2 RIPK2 PPI	NR5A2 inv ag	SRC2 inh	SRC1 inh	TLR9-MyD88 inh
1	Cc1cc(N2CCCC2)ccc1NC(=O)CN1C(=O)NC(C)(c2ccccc2)C1=O (stereo not drawn)	-8	10	7	10	-4	0
2	CC(C)(C)NS(=O)(=O)c1ccc(NC(=O)C2CCCCC2)cc1	-1	0	9	0	6	0
3	CCSc1ccc(-c2cc(NC=O)c3ncc(-c4cc(OC)c(OC)c(OC)c4)n3c2)cc1	-6	1	6	1	-8	.
4	CCN(CC(=O)Nc1ccc(OC)cc1)C(=O)c1ccc(Cl)c(S(=O)(=O)N2CCCC2)c1	-11	-2	2	-8	-6	6
5	O=C(Cc1c(F)cccc1Cl)NNC(=O)c1ccncc1	4	4	-5	10	-11	-3
6	COc1ccc(CNC(=O)COC(=O)CCOc2ccc(C)cc2)cc1	-1	-2	5	10	11	0
7	CC(C)N(C)c1ncnc2c1ncn2[C@H]1CN(Cc2ccncc2)C[C@@H](CO)O1	14	-2	6	20	28	.
8	NS(=O)(=O)c1cccc(NC(=O)CSc2nn(-c3ccccc3)c(=S)s2)c1	21	3	4	25	12	2
9	CC(=O)Oc1ccc2occ(/C=N/c3cc(=O)[nH]c(=S)[nH]3)c(=O)c2c1	7	-2	5	-4	-6	-10
10	CCC(Sc1ccccn1)C(=O)Nc1cccc([N+](=O)[O-])c1 (stereo not drawn)	17	-3	8	-6	7	-1
11	O=[N+]([O-])c1ccccc1NCCNc1ncc(C(F)(F)F)cc1Cl	-29	3	-4	-21	-37	-5
12	CC(C)C[C@H]1CN(CCCC[C@H]2CNC(=O)C(=O)N2CCc2ccccc2)C(=O)C(=O)N1CCc1ccccc1	.	6	7	-15	.	.
13	CCOC(=O)c1c(C)[nH]c(C)c1S(=O)(=O)NCCCN1CCOCC1	17	-10	4	-6	9	-8
14	Cc1ccc(C(=O)OCC(=O)NN2C(=O)NC3(CCC(C)CC3)C2=O)cc1 (stereo not drawn)	-2	-14	20	-8	-8	5
15	O=C(CSc1ncn[nH]1)Nc1ccc(S(=O)(=O)N2CCCC2)cc1	0	8	8	-13	-8	1

#	TROY NFkB inh	TRAIL sens C8	COUP-TFII inh	TWEAK Fn14 block	EBV LMP1 NFkB
1	-11	-10	2	7	0
2	4	5	17	-9	-2
3	-15	17	-4	4	.
4	10	3	2	4	3
5	0	-12	7	6	-2
6	8	-14	2	-5	2
7	-6	6	-3	-46	.
8	9	-3	2	34	6
9	2	-7	4	1	-7
10	0	-10	12	13	3
11	-41	-6	-13	-19	-6
12	2	-18	-18	-14	.
13	2	5	0	3	-3
14	10	-2	8	19	-2
15	4	-4	-9	-5	-1

(further entries)
#	SMILES	NCOA3 inh	NOD2 RIPK2 PPI	NR5A2 inv ag	SRC2 inh	SRC1 inh	TLR9-MyD88 inh
16	O=C(Nc1ccc(CN2CCOCC2)cc1)c1ccc(-c2cccc([N+](=O)[O-])c2)o1	6	-5	9	10	-5	15
17	COc1ccc2nc(NC(=O)CN3CCN(C)CC3)sc2c1	-25	2	-9	-35	-49	3
18	O=C(C1=C[C@H](c2ccc(C(F)(F)F)cc2)C[C@H](OCCCCO)O1)N1CCOCC1	18	-6	13	-8	2	-11
19	COc1ccc(C(O)c2nc(-c3ccc(Cl)cc3)cs2)cc1 (stereo not drawn)	-11	-1	-15	1	-9	.
20	Cc1cccc(C)c1NC(=O)Nc1nnc([C@H]2C[C@H](O)[C@@H](CO)O2)s1	-5	-5	-4	10	-26	.
21	COc1ccccc1NC(=O)Cn1c(=O)sc2ccccc21	24	1	-2	-17	12	0
22	CCn1c2ccccc2c2cc(CNCc3ccc(OC)cc3OC)ccc21	22	6	8	0	1	1
23	CC(NC(=O)C1CCCCC1)C(=O)NC1=NCCS1 (stereo not drawn)	4	-8	11	12	8	-15
24	CCOC(=O)c1c(NC(C)=O)no[n+]1[O-]	-6	-4	-10	-8	13	7
25	O=C(COC(=O)c1cc(S(=O)(=O)N2CCOCC2)ccc1O)NCc1ccc2c(c1)OCO2	13	-4	-11	-8	-11	-2
26	CCCCn1c(NCc2ccc(N(C)C)cc2)nc2ccccc21	11	11	9	12	2	-6
27	O=c1[nH]nc(-c2ccc(F)cc2)cc1-c1ccccc1	8	1	-22	-16	-28	1
28	COc1cccc(/C=N/n2c(=O)[nH]c3ccccc32)c1OC	-48	8	-34	-40	-26	-13
29	CCCc1ccc(OCCNC(=O)CC)cc1	-8	-4	-15	-8	-13	-3
30	CS(=O)(=O)N1CCC(C(=O)NNC(=O)Nc2ccc(F)c(Cl)c2)CC1	2	-4	13	18	-7	-11

#	TROY NFkB inh	TRAIL sens C8	COUP-TFII inh	TWEAK Fn14 block	EBV LMP1 NFkB
16	19	26	1	13	1
17	54*	7	-13	-6	-2
18	-13	5	1	-11	8
19	-10	18	7	7	.
20	-25	-18	-8	-4	.
21	-2	-2	6	5	6
22	38	9	28	26	10
23	4	6	-4	-20	1
24	23	0	-3	3	4
25	12	-19	1	-9	-1
26	0	0	-21	-4	-2
27	5	-5	-19	15	5
28	-41	13	-13	-33	1
29	-37	0	-5	-2	-29
30	-2	18	13	12	1

Carrying on.
#	SMILES	NCOA3 inh	NOD2 RIPK2 PPI	NR5A2 inv ag	SRC2 inh	SRC1 inh	TLR9-MyD88 inh
31	Cc1csc(SCC(=O)NCc2ccccc2Cl)n1	-6	0	-8	-11	7	-9
32	CC(OC(=O)c1cc(Br)ccc1O)C(=O)Nc1ccc(S(=O)(=O)N2CCCC2)cc1 (stereo not drawn)	18	-2	12	-3	4	9
33	c1cncc(-c2nc(N3CCOCC3)c3c4c(sc3n2)CCC4)c1	0	-3	-1	1	2	1
34	COc1ccc(-c2ccc(C(=O)Nc3ccc(C(C)C)cc3)c3occc23)c(C)c1	-3	-7	12	21	15	.
35	COC(=O)c1ccc(C2C(C(=O)c3ccco3)=C(O)C(=O)N2c2cc(C)on2)cc1 (stereo not drawn)	-17	-11	-16	-11	-10	6
36	C=CCNC(=O)N1CCCC(C(=O)c2cccc(OC(C)C)c2)C1 (stereo not drawn)	-73	-2	-53	-50	-61	-4
37	COc1ccc(C(=O)c2ccc(Br)cc2)c2ccccc12	20	-21	18	-8	8	0
38	Cc1ccc(NS(=O)(=O)c2cccc(C(=O)N3CCN(C(=O)c4ccco4)CC3)c2)cc1	2	-6	15	1	10	-7
39	COc1cccc(NC(=O)C(=S)NC2CCCCC2)c1	-86	-9	-162	-53	-139	2
40	CCOC(=O)Cc1cn2c(=O)cc(CSCC(=O)Nc3ccc(C)c(C)c3)nc2s1	-12	-3	-23	-19	-10	0
41	CC(=O)N(C)c1ccc(C=C2C=Cc3ccccc32)cc1	-46	-5	-28	-33	-55	-4
42	Cc1ccc(/C=N/N=C/c2ccc(C)cc2)cc1	-44	-3	-7	-28	-31	-3
43	CC(C)N=C(NC#N)SCC(=O)NC(C)(C)C	13	0	-14	26	-10	-4
44	O=S(=O)(Cc1ccccc1Cl)NCCc1ccc(F)cc1	6	-6	4	44	-9	-6
45	COc1ccc(/C=C/C(=O)Nc2c(C)nn(C)c2C)cc1COc1ccc(Br)cc1	-5	-2	-36	-20	12	-4

#	TROY NFkB inh	TRAIL sens C8	COUP-TFII inh	TWEAK Fn14 block	EBV LMP1 NFkB
31	11	-9	-3	0	11
32	60*	38	-2	60*	1
33	16	4	1	37	4
34	-6	16	5	4	.
35	-41	-8	-25	-7	5
36	-23	16	-24	-9	-11
37	11	9	-13	-9	-20
38	5	15	21	-21	1
39	-22	31	-31	31	-77
40	-25	1	7	10	-10
41	71*	47	-43	79*	3
42	-83	-4	-12	-33	0
43	9	4	4	-3	5
44	6	-1	8	-31	8
45	-1	9	7	-40	-1

Retrieved by structure from above:
#	SMILES	NCOA3 inh	NOD2 RIPK2 PPI	NR5A2 inv ag	SRC2 inh	SRC1 inh	TLR9-MyD88 inh
40	CCOC(=O)Cc1cn2c(=O)cc(CSCC(=O)Nc3ccc(C)c(C)c3)nc2s1	-12	-3	-23	-19	-10	0
33	c1cncc(-c2nc(N3CCOCC3)c3c4c(sc3n2)CCC4)c1	0	-3	-1	1	2	1

#	TROY NFkB inh	TRAIL sens C8	COUP-TFII inh	TWEAK Fn14 block	EBV LMP1 NFkB
40	-25	1	7	10	-10
33	16	4	1	37	4

(cont.)
#	SMILES	NCOA3 inh	NOD2 RIPK2 PPI	NR5A2 inv ag	SRC2 inh	SRC1 inh	TLR9-MyD88 inh
46	Cc1ccccc1NC(=S)NNc1ncc(C(F)(F)F)cc1Cl	6	1	15	0	-9	-1
47	O=C(NCCCn1ccnc1)c1cc(S(=O)(=O)N2CCOCC2)ccc1F	-8	-2	-1	7	-6	-13
48	O=C1c2ccccc2-c2nnc(-c3ccc(O)cc3)cc21	-54	1	-94	-50	-81	4
49	CC1CCC(NC(=O)c2ccc(NC(=O)CC3SC(N4CCCC4)=NC3=O)cc2)CC1 (stereo not drawn)	-56	0	-82	-47	-64	-5
50	O=C(CSc1nnc(CCc2ccccc2)n1-c1ccc(Cl)cc1)NCc1ccccc1	1	7	2	11	-10	-9
51	CS(=O)(=O)Nc1ccccc1N=C(c1ccccc1)c1ccccc1	12	-15	6	10	1	6

#	TROY NFkB inh	TRAIL sens C8	COUP-TFII inh	TWEAK Fn14 block	EBV LMP1 NFkB
46	-13	15	1	-9	6
47	6	2	-17	8	-10
48	-19	50	-44	9	-1
49	-44	15	-46	-104	-36
50	0	-12	15	13	10
51	13	-4	-1	-6	-12

A draw from above in order of molar mass, low to high:
#	SMILES	NCOA3 inh	NOD2 RIPK2 PPI	NR5A2 inv ag	SRC2 inh	SRC1 inh	TLR9-MyD88 inh
30	CS(=O)(=O)N1CCC(C(=O)NNC(=O)Nc2ccc(F)c(Cl)c2)CC1	2	-4	13	18	-7	-11
3	CCSc1ccc(-c2cc(NC=O)c3ncc(-c4cc(OC)c(OC)c(OC)c4)n3c2)cc1	-6	1	6	1	-8	.
45	COc1ccc(/C=C/C(=O)Nc2c(C)nn(C)c2C)cc1COc1ccc(Br)cc1	-5	-2	-36	-20	12	-4

#	TROY NFkB inh	TRAIL sens C8	COUP-TFII inh	TWEAK Fn14 block	EBV LMP1 NFkB
30	-2	18	13	12	1
3	-15	17	-4	4	.
45	-1	9	7	-40	-1

Screening data from PubChem BioAssay.
